Compound activity (PubChem)
TTR transcr act – TTR transcription activators in neuroblastoma reporter cells, primary screen, cell-based, luminescence, SH-SY5Y, TTR promoter Gaussia luciferase | AID 1117267, 2014 | activation, % at 16.7 µM | 100% = recombinant luciferase protein wells | 92,000 tested, 1.3% active;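 active means activation above the mean of all tested compounds plus 3 SD, cut at about 9.5% in these data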;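 further: cells exposed to compounds for one day before reading; 0% = median of all test compound wells on the plate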
Starred values were filed as active, the others as inactive.

SMILES | TTR transcr act
O=C(CN1CCCCC1)N/N=C/c1cc2ccccc2nc1Cl | 0.4
COc1ccccc1N(Cc1ccccc1)S(=O)(=O)c1cccc(C(=O)Nc2ccc(C(C)=O)cc2)c1 | -2.4
COc1ccc(Br)cc1/C=N/N1C(=O)CSC1=S | 5.5
COc1ccc(N(CC(=O)NC2CCCCC2)S(=O)(=O)c2cccs2)cc1 | -1.6
O=C(Nc1cccc(C(F)(F)F)c1)C(Sc1cccc[n+]1[O-])c1ccccc1 (stereo not drawn) | 0.8
CC/C(C)=N/Nc1cccc([N+](=O)[O-])c1 | -0.7
CC(=O)Nc1cccc(-c2ccnc3c2CC(C(=O)NCCN(C)C)O3)c1 (stereo not drawn) | 0.2
O=C1CN(C(=O)COc2ccccc2)CCN1 | 9.3
Cc1noc(C)c1S(=O)(=O)Nc1ccc2c(c1)CC(=O)N([C@H](C)CO)C[C@H](C)[C@H](CN(C)S(=O)(=O)c1ccc(F)cc1)O2 | 0.3
CC(c1cccnc1)N(CCN(C)C)C(=O)Nc1ccc(Cl)c(Cl)c1 (stereo not drawn) | 1.2
CCCCCC(=O)N1C[C@H](O)[C@@H](n2cc(-c3ccc(F)cc3)nn2)C[C@@H]1c1ccc(C)cc1 | -0.7
O=C(NCc1ccc(F)cc1)C1CCCN(S(=O)(=O)c2cccc3nonc23)C1 (stereo not drawn) | 2.1
Cc1cccc(CC2S/C(=N/c3cccc(C)n3)NC2=O)c1 (stereo not drawn) | 1.0
CCOC(=O)C(C(=O)NCC1CCCO1)C1CCCCC1 (stereo not drawn) | 1.7
COC(=O)c1cc2sccc2n1CC(=O)N(C)c1ccccc1 | 4.6
CC(=O)c1cccc(NC(=O)N2CCCC2C(=O)NCCc2ccccc2)c1 (stereo not drawn) | 0.0
CCOC(=O)C1=C(C)N(c2ccc(Cl)cc2)C(=O)NC1c1cccc([N+](=O)[O-])c1 (stereo not drawn) | -0.9
COCCNC(=O)c1cccc(OC2CCN(Cc3ccccc3OC(F)F)CC2)c1 | 6.8
N#CC(=C=[N-])c1nc2ccccc2nc1-[n+]1cccc(NC(=O)c2ccc(F)cc2)c1 | 1.0
O=C(/C=C/c1ccco1)Nc1ccc(N2CCCC2)cc1 | 3.0
CC(NC(=O)Cn1nc(C(F)(F)F)c2c1CCC2)c1ccccc1 (stereo not drawn) | -1.2
COC(=O)c1cc(NC(=O)C2C3C=CC(C3)C2C(=O)O)cc(C(=O)OC)c1 (stereo not drawn) | 4.6
Cc1ccc(C(=O)NCC(=O)NCC(=O)OCC(=O)c2cccs2)cc1 | -1.1
Cc1ccc(S(=O)(=O)N2CCOCC2)cc1NC(=O)CN1CCC(Cc2ccccc2)CC1 | -1.6
O=C(CN1CCN(S(=O)(=O)c2ccc3c(c2)OCCO3)CC1)Nc1cccc(F)c1 | 2.4
CCCC(=O)Nc1nc2ccc(NC(=O)c3cccnc3)cc2s1 | 3.7
Cc1ccc(-c2cc(C(=O)N3CCc4ccccc4C3)no2)cc1 | -1.1
CCCNC(=O)C1(C)CCN(C(=O)COCc2ccccc2)C1 (stereo not drawn) | -2.1
COc1ccc(N(C(=O)c2ccco2)C(C(=O)NC2CCCCC2)c2ccccc2)cc1 (stereo not drawn) | -1.1
NNC(=O)/C(=C\c1ccc(Br)cc1)NC(=O)c1cccs1 | -0.8
O=C(NCCSCc1ccccc1)c1ccccc1 | -1.9
CNS(=O)(=O)c1cccc(C(=O)OCC(=O)Nc2ccc(Cl)cn2)c1 | -1.0
CSc1cc(SC)ncn1 | -1.4
COc1ccccc1OCCC(=O)OCC(=O)c1[nH]c(C)c(C(C)=O)c1C | 0.2
O=C(COc1ccccc1C(=O)NCc1ccccc1)Nc1ccc(I)cc1 | 0.0
O=C(NCCc1ccccc1)OCc1cn(-c2cccc(C(F)(F)F)c2)nn1 | 4.2
Cc1ccc2cccc(OC(=O)/C=C\c3ccccc3)c2n1 | -3.1
CCOC(=O)C1=C(C)N=c2s/c(=C\c3ccc(C(=O)O)cc3)c(=O)n2C1c1ccc(F)cc1 (stereo not drawn) | 0.4
CCCCSCc1cc(C(=O)O)oc1C(C)(C)C | -0.6
COCc1cc(C)nc(SCC(=O)c2ccc(O)c(O)c2)c1C#N | -1.3
CCOc1ccccc1NC(=O)CN(C)S(=O)(=O)c1cnc[nH]1 | 5.0
CC(C)Oc1ccc(CNC(=S)Nc2ccccc2)cc1Cl | 0.7
Cc1ccccc1NS(=O)(=O)c1ccc(C)c(C(N)=O)c1 | -1.2
COc1ccc(C(O)c2nc(-c3ccccc3OC)cs2)cc1 (stereo not drawn) | -0.4
O=S1(=O)C=C(N2CCOCC2)c2ccccc21 | -0.3
COC(=O)CSc1ncnc2c1sc1nc(N3CCOCC3)c3c(c12)CCCC3 | -1.1
C=CCn1c(SCC(=O)Nc2cc(C)ccc2OC)nnc1-c1ccco1 | 0.0
CC(C)Oc1cccc(C(=O)N2CCCC2)c1 | 1.6
NS(=O)(=O)c1ccc(Sc2ccccn2)c([N+](=O)[O-])c1 | -1.1
CCOC(=O)Cc1nnc(Nc2cccc(C)c2)c2ccccc12 | -1.8

(continued)
SMILES | TTR transcr act
CC(=O)C1(C)C(=O)N(c2ccc(F)cc2)C(=O)N1c1ccc(F)cc1 (stereo not drawn) | 2.8
Cc1ccc(S(=O)(=O)N2CCC(C(=O)NNC(=O)c3ccncc3)CC2)cc1 | -0.8
COCCNC(=O)c1cc2nc(-c3ccccc3)cc(C)n2n1 | -0.7
O=C(NN1CCN(Cc2ccccc2)CC1)c1ccc(Cl)cc1 | 0.5
COc1ccc(/C=N\NC(=O)c2ccc(Cn3cc(Br)c([N+](=O)[O-])n3)o2)c(OC)c1C | -0.6
O=C1NC2=C(C(=O)CCC2)C(c2cccc([N+](=O)[O-])c2)N1 (stereo not drawn) | -0.3
O=C(O)COCC(=O)Nc1ccc(-n2nc(C(F)(F)F)cc2-c2cccs2)cc1 | 4.3
NC(=O)C1(N2CCCCC2)CCN(S(=O)(=O)c2cc(Cl)sc2Cl)CC1 | 1.3
c1csc(CNCCN2CCOCC2)c1 | 2.1
CCOC(=O)N1CCN(CC(O)COCCC23CC4CC(CC(C4)C2)C3)CC1 (stereo not drawn) | 2.0

Some of the entries so far, with tabs:
Structure	TTR transcr act
O=C(NN1CCN(Cc2ccccc2)CC1)c1ccc(Cl)cc1	0.5
COc1ccc(/C=N\NC(=O)c2ccc(Cn3cc(Br)c([N+](=O)[O-])n3)o2)c(OC)c1C	-0.6
O=C1NC2=C(C(=O)CCC2)C(c2cccc([N+](=O)[O-])c2)N1 (stereo not drawn)	-0.3
O=C(O)COCC(=O)Nc1ccc(-n2nc(C(F)(F)F)cc2-c2cccs2)cc1	4.3
NC(=O)C1(N2CCCCC2)CCN(S(=O)(=O)c2cc(Cl)sc2Cl)CC1	1.3
c1csc(CNCCN2CCOCC2)c1	2.1
CCOC(=O)N1CCN(CC(O)COCCC23CC4CC(CC(C4)C2)C3)CC1 (stereo not drawn)	2.0

New compounds follow.
SMILES | TTR transcr act
CC(=O)Nc1ccc(S(=O)(=O)N=S(C)(C)=O)cc1 | 0.3
O=C(COc1cccc(Br)c1)Nc1ccc(N2CCOCC2)cc1N1CCOCC1 | -2.2
O=C(CCCC(=O)N/N=C/c1ccccc1C(=O)O)N/N=C/c1ccccc1C(=O)O | -1.2
O=S1(=O)c2ccccc2C(O)(c2ccccc2)c2ccccc21 | 0.1
Cc1ccc(OCC(=O)Nc2ccc(S(=O)(=O)N3CCOCC3)cc2)c(Br)c1 | 2.5
CCOc1cc(/C=N/n2c(C)nc3ccccc3c2=O)ccc1O | 1.5
O=S(=O)(c1ccc2nc(N3CCN(c4ccc(F)cc4)CC3)ccc2c1)N1CCCCC1 | -1.1
O=C(COc1ccc(Cl)cc1)Nc1c(-c2cccs2)nc2ccccn12 | 1.4
CCn1c(CCC(=O)Nc2nc3c(s2)CCCC3)nc2cc(S(=O)(=O)N(C)C)ccc21 | -1.6
COc1ccc(OC)c(CCNC(=O)c2nn(C)c3c2CS(=O)(=O)c2ccccc2-3)c1 | -2.3

Arranged by SMILES length (ascending): some entries from above.
SMILES | TTR transcr act
CCOc1cc(/C=N/n2c(C)nc3ccccc3c2=O)ccc1O | 1.5
CC(c1cccnc1)N(CCN(C)C)C(=O)Nc1ccc(Cl)c(Cl)c1 (stereo not drawn) | 1.2
NC(=O)C1(N2CCCCC2)CCN(S(=O)(=O)c2cc(Cl)sc2Cl)CC1 | 1.3

(cont.)
SMILES | TTR transcr act
O=C(/C=C/c1cccc(Cl)c1)OCc1cn2cc(Cl)ccc2n1 | -0.6
COCC(=O)N1CCC(Oc2ccc(C(=O)N3CCCCCC3)cc2)CC1 | 2.0
O=c1c(C(c2ccc(O)cc2)c2c(O)nc3n(c2=O)CCCS3)c(O)nc2n1CCCS2 | 0.5
CC(=O)c1cccc(S(=O)(=O)N2CCCC(c3nc(-c4ccc(C)o4)no3)C2)c1 (stereo not drawn) | 3.7
COc1ccc2[nH]cc(S(=O)(=O)c3ccc(F)cc3)c(=O)c2c1 | -0.1
COc1ccc(C(=O)NCCc2nnc3ccc(SCC(=O)Nc4cc(C)on4)nn23)cc1 | 0.2
CCCC(C)(C)C(=O)N1CCC1(C)C(=O)NS(=O)(=O)c1cccc(Cl)c1 (stereo not drawn) | -5.0
O=C(Cc1cccs1)Nc1nnc(-c2ccncc2)s1 | -0.9
Cn1c(=O)n(C)c2cc(NC(=O)COc3ccc(F)cc3F)ccc21 | -0.7
Cc1cc(NC(=O)c2c(-c3c(Cl)cccc3Cl)noc2C)n(C)n1 | -0.9
Cc1ccc(-c2n[nH]c(=O)c3ccccc23)cc1S(=O)(=O)NCCO | 0.7
Cc1ccc(SCC(=O)O/N=C(\N)c2ccncc2)cc1 | 3.5
C/C(=N\Nc1ccc(Cl)cc1)c1ccccn1 | 1.4
Cc1nc2sccn2c1-c1nc(-c2cc3ccccc3o2)cs1 | -5.7
O=C(Nc1ccccc1F)C1(c2ccccc2)CC1(Cl)Cl (stereo not drawn) | 0.0
COc1cc2c3nc4n(c(=O)c3n(CC(=O)N3CCCC3)c2cc1OC)CCS4 | -0.5
COc1ccc2c(c1)c1ncn(CC3CCCO3)c(=O)c1n2C (stereo not drawn) | 0.7
COc1ccc(-c2nnc(NC(=O)c3ccccc3C)o2)cc1 | 1.1
CCOc1cc(C=O)c(Br)cc1OC1CCCC1 | -0.2
O=C(c1ccco1)N1CCN(c2nc3ccccc3c(=O)n2-c2ccccc2)CC1 | 1.1
CC(=O)C[C@@H]1OC[C@H](C)N1S(=O)(=O)c1ccc(C)cc1 | 1.6
COc1ccc([C@H]2CC(=O)C=C(c3cccc4c3sc3ccccc34)C2)cc1OC | -3.8
O=C(c1ccccc1NS(=O)(=O)c1ccc([N+](=O)[O-])cc1[N+](=O)[O-])N1O[C@@H]2C=C[C@H]1C2 | -0.6
Cc1onc(-c2c(Cl)cccc2Cl)c1C(=O)N=C(N)N1CCOCC1 | -1.7
COC(=O)C(NC(=O)C(C)NC(=O)OCc1ccccc1)C(C)C (stereo not drawn) | 2.2
NC(=O)C1=C[C@@H](c2ccc(Br)cc2)C[C@@H](OCCCCO)O1 | -2.0
O=C(O)CCC(=O)N1CCN(c2ncccc2C(F)(F)F)CC1 | 1.8
CCOC(=O)N1CCN(C(=O)C[C@H]2C(=O)N(Cc3ccc(OC)cc3)C3=CCCC[C@@]32C(=O)OCC)CC1 | 0.7
Cc1c(Cc2ccccc2)c(=O)oc2c(CN(C)C)c(O)c(Cl)cc12 | 0.7
Cc1c(C(=O)O)sc(S(=O)(=O)N2CCN(C(=O)CC(C)c3ccccc3)CC2)c1C(=O)O (stereo not drawn) | 1.4
COC(=O)c1ccc(CN2CCCC(CCC(=O)NCc3ccc(C)o3)C2)cc1 (stereo not drawn) | 0.1
COc1cccc(/C=C/C(=O)c2ccc3c(c2)OCCO3)c1OC | -0.2
C[C@H](CO)N1C[C@H](C)[C@@H](CN(C)C(=O)NC2CCCCC2)Oc2ccc(NC(=O)c3ccncc3)cc2C1=O | -0.4
CC(/C=N/NC(=O)c1cccc([N+](=O)[O-])c1)=C\c1ccccc1 | -0.3
Cc1ccc(/C=C2\SC(=S)N(C(Cc3ccccc3)C(=O)O)C2=O)cc1 (stereo not drawn) | -2.3
Cc1ccc(SC(C)C(=O)Nc2cccnc2)cc1 (stereo not drawn) | 2.8
N/C(Cc1cccc2ccccc12)=N\OC(=O)c1ccc2c(c1)OCO2 | -0.4
CN1C(c2ccc(F)cc2)=CS/C1=C(/C#N)c1nnc(N2CCOCC2)n1-c1ccccc1 | 2.7
COc1cccc(-c2nnn(CCc3nn[nH]n3)n2)c1 | -0.1
COc1ccc(CSCC(=O)Nc2ccccc2SC)cc1 | -0.6
O=C(Cn1c(=O)n(-c2ccccc2)c(=O)n1CC(=O)N1CCCCC1)N1CCCCC1 | -0.1
COc1ccc(/C=N/NC(=O)CCn2nnc3ccccc32)cc1 | -1.1
O=C(NCc1cccs1)C1Cc2c(-c3ccc(Cl)cc3)ccnc2O1 (stereo not drawn) | -0.4
O=C1CN(C(=O)NCC(=O)N[C@@H](C(=O)O)c2ccccc2)c2ccccc2N1 | 1.1
COCCOc1cc(NC(=O)c2sccc2Oc2ccc([N+](=O)[O-])cc2F)c(Cl)cc1Cl | -2.2
CN(CC(=O)Nc1ccc(Cl)c(C(F)(F)F)c1)C(=O)COC(=O)C1CC2CCCC(C1)C2=O (stereo not drawn) | 0.3
CCCCCc1c(-c2ccccc2)ncn1CCc1ccccc1OC | -0.5
O=C(Nc1ccc(N2CCCC2)cc1)C(c1ccccc1)c1ccccc1 | 3.4
COc1ccc(-n2c(SCC(=O)Nc3cc(C)on3)nc3c([nH]c4ccccc43)c2=O)cc1 | -1.0

The list is partial; the hit share may differ from the screen's.
